From PubChem
GLS inhibitor – glutaminase GLS (human) inhibition; GLS enzymatic activity, qHTS titration; O94925; Potency, µM (highest dose often 45.5 µM), for the others: top-dose activity change, negative = inhibition, usual class: inhibitors; 410,000 compounds, 0.21% hits; further: on the % scale 0 is the no-effect control and ±100 the full control effect
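Coupled fluorescence readout: glutamate oxidase/HRP/Amplex Red detect glutamate formed by hKGA from L-glutamine (1 mM solution added). Buffer 45 mM KH2PO4 pH 8.2, 0.02% Tween-20; reads at t0 and 30 min RT.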
RGS4 inhibitor – human RGS4 inhibition. P49798. Transcreener GDP fluorescence polarization, RGS4-accelerated GTP hydrolysis. Potency, µM (highest dose often 114 µM), without a hit: at the top dose activity change, negative = inhibition, hits mostly inhibitors. 390,000 compounds, 0.039% hits; further: on the % scale 0 is the no-effect control and ±100 the full control effect; nearly all actives have a fitted effect of over 75% in size; some results filed as inactive show a strong effect at the top dose
Target sequence (P49798 whole entry, looked up): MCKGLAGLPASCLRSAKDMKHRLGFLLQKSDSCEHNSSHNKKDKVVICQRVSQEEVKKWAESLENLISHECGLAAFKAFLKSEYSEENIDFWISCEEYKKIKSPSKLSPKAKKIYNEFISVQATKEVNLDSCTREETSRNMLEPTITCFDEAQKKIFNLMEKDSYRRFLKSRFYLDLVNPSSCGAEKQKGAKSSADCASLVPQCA
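MLSMR compounds (23 nl, pin-transferred) preincubated 10 min at room temperature with a 500nM (2x) first reagent, then RGS4 at 900nM (2x) plus Transcreener GDP mix added; fluorescence polarization (620/688 nm) read before and after 90 min at 30 °C.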
JMJD2A Tudor – blocks the human JMJD2A Tudor domain; O75164; AlphaScreen JMJD2A-Tudor / H3K4me3 peptide binding; Potency, µM (doses to about 114 µM), without a hit: at the top dose activity change, negative = inhibition, actives largely listed as inhibitors; 390,000 compounds, 4.4% hits; AID 504339; further: on the % scale 0 is the no-effect control and ±100 the full control effect; nearly all actives have a fitted effect of over 50% in size
Pin1 inh – blocks the human prolyl isomerase Pin1. Potency, µM (series often up to 115 µM), without a hit: at the top dose activity, negative = inhibition, most hits filed as inhibitors. Q13526. 390,000 compounds, 0.009% hits. Pin1 FP peptide displacement, HiFluor488, 10 min. AID 504891; active means well fitted inhibition curve with a large enough effect in the polarisation, with a control signal flat, not every such curve was filed as active; inconclusive means small, poorly fitted or top-dose-only effect, or effect the other way, or a change in a side signal; inactive means no such curve, though single readings can be large or run the other way; the % refers to the polarisation; further: on the % scale 0 is the no-effect control and ±100 the full control effect
Target sequence (Q13526 whole entry, looked up): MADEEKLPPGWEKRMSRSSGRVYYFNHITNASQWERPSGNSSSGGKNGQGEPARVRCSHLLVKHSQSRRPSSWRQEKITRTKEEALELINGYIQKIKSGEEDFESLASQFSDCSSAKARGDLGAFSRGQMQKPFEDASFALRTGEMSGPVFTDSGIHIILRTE
TrxR1 inh – rat TrxR1 inhibition | recombinant rTrxR1, NADPH fluorescence consumption, selenite substrate | O89049 | Potency, µM (doses to about 114 µM), inactives show at the highest dose activity change, negative = inhibition, usual class: inhibitors | 390,000 compounds, 1% hits; further: on the % scale 0 is the no-effect control and ±100 the full control effect; nearly all actives have a fitted effect of over 65% in size
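Rat TrxR1 (90 nM in the dispensed reagent) was pre-reduced with 400 uM NADPH for 5 min at room temperature, then incubated with compound for 15 min. After 400 uM selenite was added, NADPH fluorescence (Ex 340/Em 450 nm) was followed for 8 min.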
12-LOX inh – ALOX12 (human) lipoxygenase inhibition; P18054; AID 1671190; Potency, µM (top dose mostly 108 µM), for inactives: at the highest dose activity change, negative = inhibition, actives largely listed as inhibitors; purified 12hLO, xylenol orange hydroperoxide absorbance; 580,000 compounds, 1.1% hits; further: on the % scale 0 is the no-effect control and ±100 the full control effect
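Hydroperoxide product was detected by ferrous iron/xylenol orange as the 573 to 405 nm absorbance ratio. Arachidonic acid at 40 uM (final) was turned over for 30 min at room temperature by 150 nM human 12hLO, pH 7.0 Hepes buffer, after 15 min compound preincubation.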
ERG-DNA inh – blocks human ERG Ets domain binding to DNA; P11308; fluorescence polarization, His-ERG Ets domain / labelled DNA; Potency, µM (titrated, usually from 76.9 µM), without a hit: at the top dose FP activity, negative = inhibition, usual class: inhibitors; 370,000 compounds, 0.028% hits; active means well fitted inhibition curve with a large enough effect in the polarisation, with a control signal flat; inconclusive means small, poorly fitted or top-dose-only effect, or effect the other way, or a change in a side signal; inactive means no such curve, though single readings can be large or run the other way; the % refers to the polarisation;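 further: polarization taken with two DNA probes labelled with fluorescein and Texas red; % of control where 0% means no effect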
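His-tagged ERG Ets domain (1 uM in the protein solution; 300mM KCl, 50mM Tris-HCl, 1mM EDTA, 1mM DTT, pH 7.5) received compound, then a probe mix of 5 nM fluorescein-DNA and 100nM Texas-615-DNA. Fluorescence polarization was read for both dyes.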
HP1b chromo inh – inhibitors of HP1-beta chromodomain binding to methylated histone tails | AlphaScreen HP1-beta / biotin-H3K9me3 peptide binding | Potency, µM (doses to about 114 µM), for the others: at the highest dose activity change, negative = inhibition, usual class: inhibitors | 390,000 compounds, 0.56% hits | AID 540317; further: nearly all actives have a fitted effect of over 70% in size; inactives centre near 23
Target sequence (P83916 whole entry, looked up): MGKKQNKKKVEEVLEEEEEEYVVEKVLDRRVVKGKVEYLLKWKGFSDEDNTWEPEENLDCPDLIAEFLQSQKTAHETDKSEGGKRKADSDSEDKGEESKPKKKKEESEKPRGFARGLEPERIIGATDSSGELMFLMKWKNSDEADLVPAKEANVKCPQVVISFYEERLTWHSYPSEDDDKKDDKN
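Compound inhibition of the preformed complex between 50 nM HP1-beta and 50 nM biotinylated H3K9me3 peptide was read by AlphaScreen. Buffer was PBS pH 7.4 with 0.01% Tween-20. Incubations ran 30 min at room temperature, with 10 ug/mL donor/acceptor beads.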
PGK inhibitor – inhibitors of T. brucei phosphoglycerate kinase. Potency, µM (series often up to 57.5 µM), inactives show at the highest dose activity change, negative = inhibition, usual class: inhibitors. 380,000 compounds, 0.043% hits. P07378. PGK/GAPDH coupled, Kinase-Glo luminescence, 60 min; further: on the % scale 0 is the no-effect control and ±100 the full control effect; nearly all actives have a fitted effect of over 60% in size
Target sequence (P07378 whole entry, looked up): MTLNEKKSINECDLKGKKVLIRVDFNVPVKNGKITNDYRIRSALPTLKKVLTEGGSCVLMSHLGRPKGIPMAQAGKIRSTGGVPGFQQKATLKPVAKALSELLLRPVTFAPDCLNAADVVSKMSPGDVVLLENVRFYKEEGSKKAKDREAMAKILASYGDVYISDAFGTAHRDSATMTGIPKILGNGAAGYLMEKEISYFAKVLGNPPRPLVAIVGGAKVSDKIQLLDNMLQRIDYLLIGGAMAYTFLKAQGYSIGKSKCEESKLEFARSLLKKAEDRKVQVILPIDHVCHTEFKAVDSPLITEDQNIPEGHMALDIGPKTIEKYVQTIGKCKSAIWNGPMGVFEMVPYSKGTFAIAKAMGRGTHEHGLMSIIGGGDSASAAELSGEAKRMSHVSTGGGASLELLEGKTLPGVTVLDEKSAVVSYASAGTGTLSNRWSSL
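Recombinant glycosomal PGK reaction used 1,3-bisphosphoglycerate generated in-well by GAPDH (100nM final) in 100mM TEA pH 7.6, 5mM MgCl2, 0.01% Tween-20. After 60 minutes at room temperature, ATP was read by Kinase-Glo Plus luminescence end-point.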
* hit, by the source's call; [ ] = another dose, or the depositor's remark. Unless noted, the call rests on the fitted dose curve; in most records, active means well fitted curve in the direction sought with a large enough effect; inconclusive means small, poorly fitted or top-dose-only effect, or another doubt; inactive means no such curve, though single readings can be large; an effect the other way counts as inactive or inconclusive. Potency means the concentration at half of the fitted maximal effect. An excerpt; the hit share may differ from the screen's.

Screening CCOc1ccc(NC(=O)CN(C)S(=O)(=O)c2ccc3c(c2)c(=O)n(C)c(=O)n3C)cc1 returned GLS inhibitor -2%, RGS4 inhibitor -19%, JMJD2A Tudor -14%, Pin1 inh 13%, TrxR1 inh 4%, 12-LOX inh -2%, ERG-DNA inh 8%, HP1b chromo inh 24% and PGK inhibitor 2%.
For CN(C)CC#Cc1cncc(C(=O)NNC(=O)Nc2ccc(Cl)cc2)c1 the results were GLS inhibitor inconclusive, RGS4 inhibitor 13%, JMJD2A Tudor -12%, Pin1 inh -7%, TrxR1 inh -5%[57.1 µM], 12-LOX inh 264%[activator], ERG-DNA inh 4%, HP1b chromo inh 14% and PGK inhibitor inactive.
Screening CCOc1ccc(N(CC(=O)N2CCCCC2)S(=O)(=O)c2ccc(Cl)cc2)cc1 returned GLS inhibitor -2%, RGS4 inhibitor -21%, JMJD2A Tudor -8%, Pin1 inh -2%, TrxR1 inh 17%, 12-LOX inh inconclusive, ERG-DNA inh -1%, HP1b chromo inh 21% and PGK inhibitor -3%.
For CCCN(CCC)C(=O)c1cc([N+](=O)[O-])cc2c1-c1ccc([N+](=O)[O-])cc1C2=C(C#N)C#N the results were GLS inhibitor 2%, RGS4 inhibitor -27%, JMJD2A Tudor inconclusive, Pin1 inh 24%, TrxR1 inh 13µM*, 12-LOX inh 107%, ERG-DNA inh 9%, HP1b chromo inh -13% and PGK inhibitor inactive.
Screening CCOC(=O)c1[nH]c2c(c1C)C(=O)CC(c1ccc(N(C)C)cc1)C2 (stereo not given) returned GLS inhibitor 2%, RGS4 inhibitor -9%, JMJD2A Tudor -33%, Pin1 inh 5%, TrxR1 inh 13%[57.1 µM], 12-LOX inh 356%[activator], ERG-DNA inh 8%, HP1b chromo inh 17% and PGK inhibitor -2%.
COCCCN1C(=O)C(=O)/C(=C(/O)c2ccc(S(=O)(=O)N3CCCCC3)cc2)C1c1ccc(O)c(OC)c1 (stereo not given) was read as GLS inhibitor 2%, RGS4 inhibitor -5%, JMJD2A Tudor -23%, Pin1 inh -9%, TrxR1 inh 3%, 12-LOX inh inconclusive, ERG-DNA inh 0%, HP1b chromo inh 18% and PGK inhibitor 1%.
Screening COc1ccc(CCNC(=O)c2c(C)nn(-c3ccccc3)c2Cl)cc1OC returned GLS inhibitor -7%, RGS4 inhibitor 1%, JMJD2A Tudor -1%, Pin1 inh 6%, TrxR1 inh 11%[57.1 µM], 12-LOX inh 15%, ERG-DNA inh -8%, HP1b chromo inh -26% and PGK inhibitor 0%.
Screening Cc1cc(NC(=O)CS(=O)(=O)c2cn(Cc3cccc(F)c3)c3ccccc23)no1 returned GLS inhibitor 20%, RGS4 inhibitor -17%, JMJD2A Tudor -29%, Pin1 inh 2%, TrxR1 inh 3%, 12-LOX inh -25%, ERG-DNA inh -4%, HP1b chromo inh 5% and PGK inhibitor 3%.
For COc1ccc(Cl)cc1NCC(=O)Nc1ccc(OC)c(S(=O)(=O)N2CCCCC2)c1 the results were GLS inhibitor -5%, RGS4 inhibitor -6%, JMJD2A Tudor -32%, Pin1 inh 5%, TrxR1 inh 31%, 12-LOX inh 35%[activator], ERG-DNA inh 4%, HP1b chromo inh 9% and PGK inhibitor -1%.
For COCc1nc2cccnc2n1C1CCN(S(=O)(=O)N(C)C)CC1 the results were GLS inhibitor -5%, RGS4 inhibitor 1%, JMJD2A Tudor -16%, Pin1 inh 3%, TrxR1 inh 7%[57.1 µM], 12-LOX inh -8%, ERG-DNA inh -2%, HP1b chromo inh -11% and PGK inhibitor -4%.
O=C(OCCOCCN=C1NS(=O)(=O)c2ccccc21)c1ccncc1 was read as GLS inhibitor 7%, RGS4 inhibitor -12%, JMJD2A Tudor -14%, Pin1 inh 1%, TrxR1 inh 23%, 12-LOX inh 23%, ERG-DNA inh 3%, HP1b chromo inh -2% and PGK inhibitor -2%.
Screening OC1CCC(NC(=S)Nc2ccc(SC(F)F)cc2)CC1 (stereo not given) returned GLS inhibitor 13%, RGS4 inhibitor 10%, JMJD2A Tudor -8%, Pin1 inh 0%, TrxR1 inh -9%, 12-LOX inh -3%, ERG-DNA inh 3%, HP1b chromo inh 34% and PGK inhibitor -3%.
For Cc1csc(C(=O)O)c1NC(=O)c1cccc([N+](=O)[O-])c1 the results were GLS inhibitor 24%, RGS4 inhibitor -17%, JMJD2A Tudor -10%, Pin1 inh -7%, TrxR1 inh 18%[57.1 µM], 12-LOX inh -5%, ERG-DNA inh -3%, HP1b chromo inh 43%[activator] and PGK inhibitor -6%.
`Cc1cccc(NC(=O)CSc2nnc([C@@H]3CCCN3C(=O)OC(C)(C)C)o2)c1C` gave GLS inhibitor -13%, RGS4 inhibitor -9%, JMJD2A Tudor 12%, Pin1 inh 0%, TrxR1 inh 11%[57.1 µM], 12-LOX inh 0%, ERG-DNA inh -14%, HP1b chromo inh 35% and PGK inhibitor -9%.
For CCC(c1ccccc1)c1nc(-c2ccccn2)no1 (stereo not given) the results were GLS inhibitor -9%, RGS4 inhibitor -3%, JMJD2A Tudor 2%, Pin1 inh 4%, TrxR1 inh -1%, 12-LOX inh 28%, ERG-DNA inh -6%, HP1b chromo inh 56%[activator] and PGK inhibitor -4%.
`CN(C)C(=O)C1(c2ccccc2)CCN(S(=O)(=O)c2ccccc2)CC1` gave GLS inhibitor 3%, RGS4 inhibitor 23%, JMJD2A Tudor -6%, Pin1 inh 0%, TrxR1 inh -10%, 12-LOX inh 160%[activator], ERG-DNA inh inconclusive, HP1b chromo inh 10% and PGK inhibitor -1%.
NS(=O)(=O)c1ccc(CNS(=O)(=O)c2cc(C(=O)O)ccc2Cl)cc1 was read as GLS inhibitor 11µM*, RGS4 inhibitor 2%[11.4 µM], JMJD2A Tudor -25%, Pin1 inh -21%, TrxR1 inh 15%, 12-LOX inh -23%, ERG-DNA inh 1%, HP1b chromo inh 68%[activator] and PGK inhibitor -9%.
For N#Cc1ccc(/C=C(\C(=O)C(=O)O)c2ccc3ccccc3n2)cc1 the results were GLS inhibitor 6%, RGS4 inhibitor 13%, JMJD2A Tudor 1%, Pin1 inh 20%, TrxR1 inh -14%, 12-LOX inh inconclusive, ERG-DNA inh -6%, HP1b chromo inh 30% and PGK inhibitor 1%.
For CN(CC(=O)Nc1cccc(F)c1)CC(=O)Nc1cccc(S(=O)(=O)N2CCCCCC2)c1 the results were GLS inhibitor 2%, RGS4 inhibitor 19%, JMJD2A Tudor -28%, Pin1 inh -8%, TrxR1 inh 39%, 12-LOX inh 1%, ERG-DNA inh 3%, HP1b chromo inh 20% and PGK inhibitor inactive.
COc1ccc(Cc2nnc(SCC(=O)NCCc3ccccc3)o2)cc1 was read as GLS inhibitor 3%, RGS4 inhibitor 15%, JMJD2A Tudor -3%, Pin1 inh inconclusive, TrxR1 inh 19%, 12-LOX inh 0%, ERG-DNA inh -1%, HP1b chromo inh 36% and PGK inhibitor 2%.
For CC(=O)Nc1cc(C)c(S(C)(=O)=O)c(C)c1 the results were GLS inhibitor 5%, RGS4 inhibitor 10%, JMJD2A Tudor -17%, Pin1 inh 1%, TrxR1 inh 7%, 12-LOX inh 5%, HP1b chromo inh 7% and PGK inhibitor -7%.
`CCn1cnc2cc(NCc3ccc(C)cc3)ccc21` gave GLS inhibitor 99%[activator], RGS4 inhibitor -26%, JMJD2A Tudor inconclusive, Pin1 inh -7%, TrxR1 inh 14%, 12-LOX inh 0%, HP1b chromo inh -10% and PGK inhibitor -1%.
Screening Cc1ccc(-c2nnn(CC(=O)N(c3ccccc3F)C(C(=O)NC3CCCC3)c3ccco3)n2)o1 (stereo not given) returned GLS inhibitor -1%, RGS4 inhibitor -12%, JMJD2A Tudor -24%, Pin1 inh 20%, TrxR1 inh 22%, 12-LOX inh inconclusive, ERG-DNA inh -16%, HP1b chromo inh 3% and PGK inhibitor 0%.
For Cc1ccc(F)cc1NC(=O)N1CCNC(=O)C1CC(=O)Nc1cc(Cl)ccc1Cl (stereo not given) the results were GLS inhibitor -11%, RGS4 inhibitor 15%, JMJD2A Tudor -5%, Pin1 inh -2%, TrxR1 inh -2%, 12-LOX inh 1%, ERG-DNA inh -12%, HP1b chromo inh 33% and PGK inhibitor inactive.
For CCCn1c(=O)c(C(=O)NCc2ccncc2)c(O)c2ccccc21 the results were GLS inhibitor 5%, RGS4 inhibitor 8%, JMJD2A Tudor -10%, Pin1 inh 5%, TrxR1 inh -8%, 12-LOX inh -3%, ERG-DNA inh 9%, HP1b chromo inh 43%[activator] and PGK inhibitor -1%.
`COc1cccc(CC(=O)Nc2nc(-c3ccc(F)c(F)c3)cs2)c1` gave GLS inhibitor -4%, RGS4 inhibitor -16%, JMJD2A Tudor 3%, Pin1 inh -3%, TrxR1 inh -12%, 12-LOX inh 6%, ERG-DNA inh -7%, HP1b chromo inh 84%[activator] and PGK inhibitor -7%.

Quoted at random: 2 records from the list, in no set order.
`CCn1cnc2cc(NCc3ccc(C)cc3)ccc21` gave GLS inhibitor 99%[activator], RGS4 inhibitor -26%, JMJD2A Tudor inconclusive, Pin1 inh -7%, TrxR1 inh 14%, 12-LOX inh 0%, HP1b chromo inh -10% and PGK inhibitor -1%.
NS(=O)(=O)c1ccc(CNS(=O)(=O)c2cc(C(=O)O)ccc2Cl)cc1 was read as GLS inhibitor 11µM*, RGS4 inhibitor 2%[11.4 µM], JMJD2A Tudor -25%, Pin1 inh -21%, TrxR1 inh 15%, 12-LOX inh -23%, ERG-DNA inh 1%, HP1b chromo inh 68%[activator] and PGK inhibitor -9%.
